Gli-Sufu block = Gli-Sufu pathway antagonism; actives 0.74% (n = 340,000); inhibition, % at 5 µM; Sufu-KO-LIGHT fibroblasts, Gli luciferase reporter luminescence; AID 588413;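 active = inhibition above about 55%, limit read from the data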;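 note: 0% = DMSO-treated cells and 100% = wells with medium but no cells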
CXCR6 inh = CXCR6 (human) receptor inhibition; actives 0.36% (n = 360,000); CHO-K1 PathHunter CXCR6 beta-arrestin, luminescence; O00574; inhibition, % at 20 µM; in the data active = inhibition above about 34%, passing the limit was not always enough;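 note: antagonist mode with CXCL16 agonist at 10 nM final; 0% = 10 nM CXCL16 with DMSO and 100% = unstimulated wells without agonist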
APJ antagonist = blocks the human apelin receptor APJ. CHO-K1 APJ beta-arrestin complementation, luminescence. actives 0.32% (n = 330,000). P35414. inhibition, % at 20 µM;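 active = inhibition above about 40% at 20 µM, limit read from the data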;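 note: cells challenged with 10 nM apelin-13 agonist together with compound; plate controls were apelin-13 plus DMSO wells for no effect and DMSO wells lacking apelin-13 for full effect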
Target sequence (P35414 whole entry, looked up): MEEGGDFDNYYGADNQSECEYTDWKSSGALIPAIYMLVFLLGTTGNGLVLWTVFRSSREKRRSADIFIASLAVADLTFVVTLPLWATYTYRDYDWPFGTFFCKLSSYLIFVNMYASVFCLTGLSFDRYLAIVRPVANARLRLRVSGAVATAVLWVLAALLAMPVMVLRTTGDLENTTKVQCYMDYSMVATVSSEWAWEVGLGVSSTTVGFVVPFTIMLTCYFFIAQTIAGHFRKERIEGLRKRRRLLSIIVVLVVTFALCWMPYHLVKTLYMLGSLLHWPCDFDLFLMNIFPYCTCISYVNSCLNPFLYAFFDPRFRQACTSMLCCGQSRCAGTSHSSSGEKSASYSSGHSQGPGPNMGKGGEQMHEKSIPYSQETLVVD
EBI2 antag = blocks human EBI2 receptor beta-arrestin signaling; inhibition, % at 5 µM; P32249; EBI2 beta-arrestin recruitment, luminescence, 7a,25-OHC stimulated; actives 0.81% (n = 360,000); AID 651636; in the data active = inhibition above about 38%;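 note: enzyme fragment complementation signal reports receptor beta-arrestin coupling in cells; 0% = agonist plus DMSO wells and 100% = wells without agonist; some results beyond the cut were filed as inactive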
CCR6 antagonist = antagonists of human CCR6 receptor. P51684. CHO-K1 CCR6 PathHunter beta-arrestin, luminescence, CCL20-stimulated. inhibition, % at 20 µM. actives 0.49% (n = 340,000). AID 493098;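 active = compounds whose inhibition of the agonist-driven luminescence signal at 20 µM reaches about 50%, limit read from the data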;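 note: cells stimulated with CCL20 at 14 nM final; plate controls were DMSO with CCL20 for no effect and DMSO without agonist for full effect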
Target sequence (P51684 whole entry, looked up): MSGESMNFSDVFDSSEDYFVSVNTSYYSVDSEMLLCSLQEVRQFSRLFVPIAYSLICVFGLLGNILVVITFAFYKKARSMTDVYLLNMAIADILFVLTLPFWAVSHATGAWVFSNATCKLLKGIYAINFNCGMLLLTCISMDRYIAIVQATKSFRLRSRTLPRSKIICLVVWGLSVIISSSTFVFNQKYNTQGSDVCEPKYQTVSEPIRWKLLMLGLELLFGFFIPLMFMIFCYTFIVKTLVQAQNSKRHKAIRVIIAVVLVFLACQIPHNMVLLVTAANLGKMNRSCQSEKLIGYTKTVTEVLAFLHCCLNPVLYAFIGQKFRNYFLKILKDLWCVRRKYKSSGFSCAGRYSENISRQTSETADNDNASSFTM
UBC13 inh = human UBC13 polyubiquitination inhibition. UBC13 polyubiquitin chain formation, TR-FRET. inhibition, % at 20 µM. actives 0.47% (n = 330,000); in the data active = inhibition above about 45%, passing the limit was not always enough
Target sequence (P61088 whole entry, looked up): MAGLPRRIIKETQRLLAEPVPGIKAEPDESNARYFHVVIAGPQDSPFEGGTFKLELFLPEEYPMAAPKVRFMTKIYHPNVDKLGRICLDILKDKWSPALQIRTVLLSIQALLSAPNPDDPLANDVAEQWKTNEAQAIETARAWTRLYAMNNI
ATG4B inhibitor = blocks human ATG4B protease cleavage of LC3 substrate | inhibition, % at 8.33 µM | actives 0.51% (n = 340,000) | ATG4B cleavage of LC3-PLA2, NBD-HPC fluorescence, 1 h; in the data active = inhibition above about 40%
APJ ag = agonists of human APJ apelin receptor; actives 0.11% (n = 330,000); activation, % at 20 µM; AID 2520; CHO-K1 APJ PathHunter beta-arrestin, luminescence; 0% DMSO wells, 100% apelin;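 active = activation more than six SD over the plate average, tested at 20 µM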;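 note: 0% = DMSO alone and 100% = apelin-13 at 10 nM; some results filed as inactive read as strong as hits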
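Material: CHO-K1 APJ beta-arrestin complementation cell line; Input: cell density 1000 per well; Incubation: compound stimulation 90 min at 25 °C, detection 60 min; Signal: luminescence from split beta-galactosidase complementation, Galacton Star/Emerald II substrate; Controls: DMSO-only wells as negative, 10 nM Apelin-13 as positive control.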
The depositor's hits bear a star; nt = no result given.

SMILES	Gli-Sufu block	CXCR6 inh	APJ antagonist	EBI2 antag	CCR6 antagonist	UBC13 inh	ATG4B inhibitor	APJ ag
CCCC(=O)Nc1ccccc1NC(=O)c1ccc(OC(C)=O)cc1	-34.7	-3.5	-2.2	-5.2	-3.5	8.3	26.9	-6.1
Cc1[nH]n(-c2ccccc2)c(=O)c1N=Nc1ccc(C(=O)O)cc1	15.6	9.2	33.0	5.8	31.1	-37.0	-5.0	-5.8
CCN(CC(=O)Nc1c(F)cccc1F)C(=O)c1cc(-c2cccs2)nn1-c1ccccc1	1.9	7.0	-26.1	-12.7	-3.3	0.0	1.5	1.6
C[C@H](CO)N1C[C@H](C)[C@@H](CN(C)S(=O)(=O)c2cccs2)Oc2c(NC(=O)C3CC3)cccc2C1=O	-14.1	3.4	4.4	-0.6	-1.9	1.1	-7.2	-2.4
COc1ccc(O)c(/C=c2/sc3nc4cc(C)c(C)cc4n3c2=O)c1	-4.5	-0.5	4.3	6.2	-6.2	-15.3	-22.1	-1.0
Cc1ccc(NC(=O)Cn2nc(C)c(S(=O)(=O)N(C)C)c2C)cc1C	12.2	0.5	-16.3	14.0	4.0	-11.5	-4.7	-6.5
CCOC(=O)C1CCN(C(c2ccccn2)c2c(C)[nH]c3ccccc23)CC1 (centres undefined)	-5.1	15.7	9.9	1.9	19.4	-4.1	4.3	-1.0
CC(C)Sc1nnc([C@H](Cc2ccccc2)NC(=O)OC(C)(C)C)o1	-2.0	1.9	3.5	-5.1	7.9	-6.4	-7.0	-1.5
CN(Cc1ccncc1)C1CC(=O)N(c2ccc(F)cc2)C1=O (centres undefined)	-2.0	-11.7	6.0	5.6	-0.2	1.5	-10.4	-3.0
CCc1nc(C)cc(N)c1OCc1ccccc1	-21.2	6.5	-0.4	5.0	6.8	19.8	-11.0	-1.4
O=C(OCc1ccccc1)/C(=C/c1ccccc1Cl)NC(=O)c1ccco1	-4.9	-4.8	27.8	11.0	26.6	1.7	4.2	1.2
COc1cccc(NC(=O)CN(C)C(=O)c2cccc(S(=O)(=O)Nc3ccc(C)cc3)c2)c1	2.7	-1.8	-5.8	5.4	5.4	20.0	-7.1	-1.6
CN(c1ccccc1)c1ccc(/C=N/NC(=O)CC#N)cc1	-2.5	-2.6	-10.9	-1.2	13.0	10.7	-15.8	2.3
O=C(COC(=O)CNS(=O)(=O)c1ccc2ccccc2c1)Nc1ccc2c(c1)OCO2	-0.4	-4.6	-24.3	-12.3	-16.7	0.7	-0.7	-2.1
CC(C)CC(=O)Nc1nnc(SCC(=O)Nc2nccs2)s1	-4.4	5.5	5.6	-4.4	-1.5	0.5	4.3	5.7
CCN(C(=O)CN1CCCCCC1)c1c(N)n(Cc2ccccc2)c(=O)[nH]c1=O	2.3	10.4	14.2	-9.9	0.6	-3.7	7.0	-2.9
CC1CCCc2sc3nc(NCc4ccco4)n4ncnc4c3c21 (centres undefined)	1.7	6.8	-4.6	26.2	-32.3	-7.2	3.1	-0.7
Cc1ccccc1C(=O)NC1CC2CCCC(C1)N2C(=O)Nc1ccccc1 (centres undefined)	20.8	8.9	14.4	-5.1	-7.1	4.3	1.7	-1.2
O=C(c1ccc(S(=O)(=O)N2CCOCC2)cc1)N1CCOCC1	21.9	-2.0	3.9	-3.8	-11.0	4.8	3.0	-2.5
COc1ccc(NC2CCCN(C(=O)CCc3cccc(Cl)c3)C2)cc1 (centres undefined)	8.7	-3.1	6.1	-1.4	19.6	-4.9	33.5	-3.5
O=C(CN1C(=O)NC2(CCc3ccccc32)C1=O)Nc1ccccc1OC(F)F (centres undefined)	3.1	5.0	3.5	-2.3	3.9	1.6	-0.3	-0.9
CCN1C(=O)/C(=C2/SC(C)=C(C)N2CC)SC1=S	2.1	0.1	30.2	-3.9	17.6	2.0	-7.9	-2.0
CC(NC(=O)CN(C)Cc1ccc(Br)cc1)c1ccccc1 (centres undefined)	-4.6	4.8	18.0	16.0	10.1	3.9	-6.6	-4.6
Cc1ccc(C(=O)/C=C/c2cc(Br)cc(Br)c2O)o1	3.1	8.2	21.9	-3.1	22.7	-88.7	27.0	-5.3
CS(=O)(=O)c1ccccc1-c1nnc(NC(=O)c2ccc3ncsc3c2)o1	0.0	-3.3	-69.6	-2.1	16.7	-14.7	-3.7	14.9
Additional entries
SMILES	Gli-Sufu block	CXCR6 inh	APJ antagonist	EBI2 antag	CCR6 antagonist	UBC13 inh	ATG4B inhibitor	APJ ag
CC1(c2ccc(Cl)cc2)NC(=O)N(CC(=O)NCc2cccs2)C1=O (centres undefined)	-7.5	-2.7	8.8	3.1	0.1	-2.1	-4.1	-1.5
COc1ccc(S(=O)(=O)N(C)CC(=O)Nc2ccccc2C(F)(F)F)cc1	-2.4	5.5	3.8	0.0	11.1	-4.4	-3.8	-1.1
COC(=O)[C@@H](NC(=O)NCc1cccc(OC)c1)C(C)C	3.0	-4.8	7.5	2.7	1.2	6.7	-0.6	-5.0
COc1ccc(S(=O)(=O)N2CCN(Cc3c[nH]c4ccccc34)CC2)cc1	3.5	-3.1	13.7	9.4	5.3	10.8	-6.0	-3.2
CCC(c1nnc(SCC(=O)N2CC3(C)CC2CC(C)(C)C3)o1)N(C)C (centres undefined)	-3.6	1.2	-2.3	-10.1	-5.6	-4.2	-16.6	1.3
COc1ccc(S(=O)(=O)N2CCCC2)cc1NC(=O)c1ccccc1F	6.9	-0.4	-4.0	0.1	11.0	20.6	5.3	-1.7
Cc1cc(NS(=O)(=O)c2ccc(Cl)cc2)nn1CC(=O)NCc1ccco1	-2.4	-7.1	-24.2	-2.1	-3.8	2.7	-5.9	0.6
Cc1ccccc1-c1c(C)oc2cc(O)ccc2c1=O	2.1	-5.9	0.0	-2.4	3.0	14.8	4.8	-2.6
COc1ccccc1/C=C/c1ccc2cccc(O)c2n1	19.5	34.0	39.0	9.3	63.3*	-12.5	3.0	-8.5
Oc1c(Cl)cc(Cl)cc1C1=NNC(c2ccc(Cl)cc2)C1 (centres undefined)	-35.6	5.8	nt	2.8	35.7	nt	6.8	nt
O=C(Nc1ccc(F)cc1)C1CC(=O)n2ncnc2N1 (centres undefined)	6.6	8.4	-0.2	-3.9	-4.8	3.3	-7.7	-0.4
CN(C)CCCN(C(=O)c1ccc([N+](=O)[O-])o1)c1nc2cc3c(cc2s1)OCO3	-6.9	-3.6	-100.8	1.4	5.0	-14.3	-9.9	10.1
O=C(COC(=O)CCCOc1ccc(Cl)cc1Cl)NCc1ccc(F)cc1	4.8	6.9	3.0	-10.9	11.9	19.6	9.5	1.4
CCC(C)N1CCN(C(=O)C2CCN(S(=O)(=O)c3c(C)noc3/C=C/c3ccco3)CC2)CC1 (centres undefined)	11.4	12.1	29.9	9.7	32.1	-0.7	-5.3	-9.5
COc1ccc(-c2cc(C(=O)NC3CCCC3)no2)cc1OC	-32.7	-1.8	-23.5	-22.6	-4.5	12.9	3.6	-3.1
CCOc1ccc(C(=O)NCCn2cc(SCC(=O)Nc3cc(C)on3)c3ccccc32)cc1	-1.5	-4.0	-2.4	-3.9	6.9	-13.9	-18.5	5.9
COc1ccc(/C=C/C(=O)NC(=S)NNC(=O)c2cccs2)cc1OC	-1.9	18.1	29.3	-10.7	24.1	-4.8	-0.1	-6.5
Cc1cc(-c2ccccc2C(=O)NC2CCCCC2)on1	7.2	6.4	13.2	-9.7	5.9	-5.2	-0.7	1.8
CC(C)CN1C(=O)c2ccc(C(=O)Nc3ccncc3)cc2C1=O	2.8	-16.6	1.9	1.8	6.7	13.1	1.5	0.9
COc1ccc(-c2nc3scc(-c4ccc(OC)c(OC)c4)c3c(=O)o2)cc1	-4.3	-2.2	1.1	20.7	-19.9	19.1	-7.2	9.3
O=[N+]([O-])c1ccc(Oc2ccc(S(=O)(=O)N3CCOCC3)cn2)cc1	-5.0	-6.8	-54.0	10.3	1.9	1.2	-3.2	0.0
CC(=O)Nc1nnc(SCC(=O)Nc2ccc3c(c2)OCCO3)s1	-2.9	-15.6	4.2	-3.9	-5.7	2.1	5.8	-3.0
CCCN(CCC)CCNC(=O)CCC(=O)Nc1ccc2nc(N3CCN(C)CC3)cc(C)c2c1	10.4	3.3	-17.7	-12.0	8.4	25.0	-8.7	-0.8
Cc1cc(N2CCOCC2)ccc1/C=C1\NC(=O)N(CC(=O)Nc2ccccc2C)C1=O	2.8	3.0	-5.3	2.9	3.3	-12.3	7.2	-23.6
CCCNc1c(F)c(F)c2c(C)c3ccccc3nc2c1F	-3.1	2.0	-37.2	9.3	8.6	-25.0	11.5	1.6

Some of the entries above in another layout:
Cc1cc(N2CCOCC2)ccc1/C=C1\NC(=O)N(CC(=O)Nc2ccccc2C)C1=O
  Gli-Sufu block: 2.8 | CXCR6 inh: 3.0 | APJ antagonist: -5.3 | EBI2 antag: 2.9 | CCR6 antagonist: 3.3 | UBC13 inh: -12.3 | ATG4B inhibitor: 7.2 | APJ ag: -23.6
Oc1c(Cl)cc(Cl)cc1C1=NNC(c2ccc(Cl)cc2)C1 (centres undefined)
  Gli-Sufu block: -35.6 | CXCR6 inh: 5.8 | APJ antagonist: nt | EBI2 antag: 2.8 | CCR6 antagonist: 35.7 | UBC13 inh: nt | ATG4B inhibitor: 6.8 | APJ ag: nt
Cc1ccccc1-c1c(C)oc2cc(O)ccc2c1=O
  Gli-Sufu block: 2.1 | CXCR6 inh: -5.9 | APJ antagonist: 0.0 | EBI2 antag: -2.4 | CCR6 antagonist: 3.0 | UBC13 inh: 14.8 | ATG4B inhibitor: 4.8 | APJ ag: -2.6

Next records follow:
SMILES	Gli-Sufu block	CXCR6 inh	APJ antagonist	EBI2 antag	CCR6 antagonist	UBC13 inh	ATG4B inhibitor	APJ ag
Cc1cccc(NS(=O)(=O)c2c(C(=O)N3CCOCC3)c(C)n(C)c2C)c1C	-6.3	2.1	2.7	1.6	-7.0	-4.1	-2.8	-0.6
O=C(CNC(=O)c1cccc(OC(F)F)c1)OCn1nnc2ccccc2c1=O	-6.1	-10.0	22.6	-4.7	-4.4	7.2	-6.1	-2.3
COC(=O)C1(O)CC(C(C)C)=NN1C(=O)c1ccc(Cl)cc1 (centres undefined)	2.0	3.8	9.0	-10.0	7.9	0.7	1.5	1.1
COC(=O)CC1Oc2ccc(C)cc2NC1=O (centres undefined)	-1.1	-2.2	11.5	-10.2	4.5	3.7	-10.4	-4.3
CCN(c1ccccc1)S(=O)(=O)c1ccc(C(=O)NCC(c2cccs2)N(C)C)cc1 (centres undefined)	0.3	0.2	14.4	3.4	4.5	-5.1	2.6	-1.1
CCCn1c(=N)c(S(=O)(=O)c2ccccc2)cc2c(=O)n3ccccc3nc21	-19.2	4.6	10.1	8.8	0.8	-0.3	5.0	1.4
O=C1N/C(=N\N=C\c2cccs2)SC1Cc1ccc(Cl)c(Cl)c1 (centres undefined)	-0.3	2.8	10.6	-15.9	-1.9	-30.3	-4.8	-0.3
O=C(C1Cc2ccccc2CN1S(=O)(=O)c1ccccc1[N+](=O)[O-])N1CCOCC1 (centres undefined)	-3.7	1.7	-0.4	-2.6	11.9	8.8	-5.4	-4.1
Cc1cc(S(=O)(=O)NC2CCCCC2)ccc1OCC(=O)NCC1CCCO1 (centres undefined)	-2.6	5.8	-24.1	14.3	12.7	-12.8	-4.5	-0.8
O=C(NCCCc1ccccc1)c1cccc(NC(=O)C2CC2)c1	-3.4	-13.8	nt	-16.9	-4.2	nt	nt	nt
CCOC(=O)c1sc2ncn(C(CC)C(=O)OCC)c(=O)c2c1C (centres undefined)	-2.6	1.5	35.0	-4.0	0.5	3.7	11.2	-4.6
O=C1COc2ccc(S(=O)(=O)N3CCCCCC3)cc2N1	0.4	-3.7	12.6	-7.3	2.4	10.2	-0.6	-3.3
CCN1CCCC1CNC(=O)CCc1nnc(CCC2CCCCC2)o1 (centres undefined)	7.0	5.2	6.2	-1.7	-2.7	4.6	-0.1	-3.1
CSCCC(NC(=O)c1ccccc1)C(=O)NCC(C)(C)N1CCOCC1 (centres undefined)	-1.8	9.2	-22.5	-3.3	5.7	-5.0	-5.5	-1.6

Screens as filed in PubChem.
